Screening results (PubChem BioAssay)
EPAC1 agonist = EPAC1 (human) agonism | EPAC1 agonist qHTS, biochemical assay; response scale: 100% = response to 6.5 mM cAMP | Potency, µM (top dose mostly 154 µM), for the others: at the top dose activation, actives largely listed as activators | hit rate 0.073% among 360,000; further: potency means the concentration at half of the fitted maximal effect; nearly all actives have a fitted effect of over 60% in size
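Read-out is the fluorescence drop as BODIPY-GDP leaves Rap1B (480 nm excitation, 540 nm emission), recorded every 5 minutes over 30 minutes. Reactions held 100 nM EPAC1, 250 nM Rap1B–BODIPY-GDP and 50 uM GDP, with 6.5 mM cAMP setting full activation.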
PI5P4Ka inh = blocks human PI5P4K alpha kinase activity. P48426. PI5P4Kalpha enzyme, ADP-Glo luminescence, 60 min; stronger effect = lower value. max response, %. hit rate 1.2% among 330,000. AID 652105; active means max response of -50% or lower; inconclusive means between -30% and -50%; inactive means -30% or higher; further: value at the top dose of about 77 µM; on the % scale 0 is the no-effect control and ±100 the full control effect
Target sequence (P48426 whole entry, looked up): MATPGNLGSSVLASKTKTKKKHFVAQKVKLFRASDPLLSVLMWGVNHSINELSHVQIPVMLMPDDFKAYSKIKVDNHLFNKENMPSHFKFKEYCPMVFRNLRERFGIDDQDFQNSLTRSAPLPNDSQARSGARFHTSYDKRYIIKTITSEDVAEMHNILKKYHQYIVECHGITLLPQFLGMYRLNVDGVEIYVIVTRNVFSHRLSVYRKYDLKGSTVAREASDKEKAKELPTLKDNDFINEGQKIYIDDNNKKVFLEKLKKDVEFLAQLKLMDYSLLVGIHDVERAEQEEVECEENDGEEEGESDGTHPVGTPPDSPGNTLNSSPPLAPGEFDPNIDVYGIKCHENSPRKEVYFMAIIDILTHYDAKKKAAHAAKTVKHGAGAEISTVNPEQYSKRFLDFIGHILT
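Single end-point luminescence (ADP-Glo) quantified ADP from PI5P4Kalpha turnover; ATP 5 microM final, 1 h at RT, 0.1% CHAPS and 0.28 mM EGTA in HEPES pH 7.4.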
MmCpn inh = M. maripaludis TRiC chaperonin inhibition; purified Mm-Cpn ATPase, ADP Transcreener TR-FRET; Potency, µM (top dose mostly 76.9 µM), for the others: at the top dose activity, negative = inhibition, actives largely listed as inhibitors; hit rate 0.031% among 330,000; AID 504842; further: potency means the concentration at half of the fitted maximal effect; on the % scale 0 is the no-effect control and ±100 the full control effect; nearly all actives have a fitted effect of over 80% in size
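Quantitative HTS used 25 nM Mm-CPN and 10 uM ATP in magnesium/KCl Tris buffer, pH 7.4, with 1 mM DTT. Hydrolysis ran 30 min at 37°C; ADP was read by HTRF.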
EPAC2 antag = EPAC2 (human) antagonism; hit rate 0.18% among 360,000; EPAC2 GEF exchange of Rap1B-BODIPY-GDP, fluorescence; Potency, µM (series often up to 114 µM), without a hit: top-dose activity, negative = inhibition, actives largely listed as inhibitors; Q8WZA2; further: potency means the concentration at half of the fitted maximal effect; on the % scale 0 is the no-effect control and ±100 the full control effect; nearly all actives have a fitted effect of over 45% in size; many of its hits are not listed in these tables
EPAC1 antag = antagonists of human EPAC1; O95398; EPAC1 GEF assay, Rap1b-BODIPY-GDP exchange fluorescence; Potency, µM (doses to about 115 µM), for inactives: at the highest dose activity change, negative = inhibition, usual class: inhibitors; hit rate 0.14% among 360,000;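 further: potency means the concentration at half of the fitted maximal effect; plate controls were vehicle for no effect and positive control for full effect; nearly all actives have a fitted effect of over 50% in size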
PLK1 PBD block = blocks phosphopeptide binding to human PLK1 polo-box domain; Potency, µM, for the others: max response, negative = inhibition, hits mostly inhibitors; Plk1 PBD binding of FITC phosphopeptide, fluorescence polarization; AID 720504; hit rate 2.8% among 360,000; further: potency means the concentration at half of the fitted maximal effect; series mostly up to about 57 µM; on the % scale 0 is the no-effect control and ±100 the full control effect; nearly all actives have a fitted effect of over 65% in size
Target sequence (P53350 whole entry, looked up, the tested form may be a part): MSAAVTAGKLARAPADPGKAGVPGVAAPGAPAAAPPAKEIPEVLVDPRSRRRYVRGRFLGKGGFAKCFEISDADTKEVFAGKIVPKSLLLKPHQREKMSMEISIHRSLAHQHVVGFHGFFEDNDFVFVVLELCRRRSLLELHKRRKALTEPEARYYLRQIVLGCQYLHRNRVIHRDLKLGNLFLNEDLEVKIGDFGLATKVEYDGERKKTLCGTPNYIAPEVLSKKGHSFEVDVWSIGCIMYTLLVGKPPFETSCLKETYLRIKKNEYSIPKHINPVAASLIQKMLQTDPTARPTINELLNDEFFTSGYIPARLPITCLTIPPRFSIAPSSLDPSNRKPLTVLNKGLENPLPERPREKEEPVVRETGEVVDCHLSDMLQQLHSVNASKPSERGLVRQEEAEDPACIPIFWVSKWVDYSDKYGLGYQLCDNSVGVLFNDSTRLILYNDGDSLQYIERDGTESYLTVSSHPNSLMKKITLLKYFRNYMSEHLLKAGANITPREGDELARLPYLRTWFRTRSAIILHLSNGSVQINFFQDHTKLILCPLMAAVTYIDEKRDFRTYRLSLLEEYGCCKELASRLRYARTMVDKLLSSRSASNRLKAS
CCT chaperon mod = cytosolic chaperonin activity modulation | hit rate 0.3% among 360,000 | activity change, % (concentration not given with the values), hits read low | AID 651819 | purified chaperonin ATPase assay, HTRF ADP detection, 30 min; in the data active means activity change below about -30%; further: on the % scale 0 is the no-effect control and ±100 the full control effect
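ATPase activity: ADP formed was measured by HTRF Transcreener (665/615 nm ratio) after 30 min at 37 deg C with 10 uM ATP. Compounds screened at one 76 uM concentration against 40 or 20 nM TRiC in Tris pH 7.4/KCl/MgCl2/DTT buffer.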
WRN inhibitor = blocks human WRN helicase | Potency, µM (top dose mostly 114 µM), for inactives: at the top dose activity change, negative = inhibition, hits mostly inhibitors | hit rate 0.46% among 360,000 | AID 651768 | Q14191 | WRN helicase unwinding, fluorescent forked duplex, kinetic; further: potency means the concentration at half of the fitted maximal effect; on the % scale 0 is the no-effect control and ±100 the full control effect; nearly all actives have a fitted effect of over 55% in size
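WRN at 20 nM final was preincubated with compound for 15 min at room temperature; reaction started with 100 nM forked duplex oligonucleotide carrying fluorophore and quencher plus 2 mM ATP (final). Unwinding followed kinetically by red fluorescence (ex 525/em 598 nm).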
Numbers without * were called inactive; ? = inconclusive; / = no result given; & = joins results of further samples; [ ] = dose if it differs, or a comment. Unless noted, the call rests on the fitted dose curve; in most records, active means well fitted curve in the direction sought with a large enough effect; inconclusive means small, poorly fitted or top-dose-only effect, or another doubt; inactive means no such curve, though single readings can be large; an effect the other way counts as inactive or inconclusive. Not all compounds are listed; rates above refer to the full screens.

EPAC1 agonist	PI5P4Ka inh	MmCpn inh	EPAC2 antag	EPAC1 antag	PLK1 PBD block	CCT chaperon mod	WRN inhibitor	mol
-2%	1	1%	-12%	-12%	-1%	1.5	-2%	N#Cc1ccc(CN2CCN(C(=O)c3cc(Cl)c4c(c3)OCCO4)CC2)cc1
-5%	-53*	-3%	6%	2%	6%	-0.7	-4%	COC(=O)c1ccc(NC(=O)C(=O)c2cccn2C)cc1
20%	/	2%	-13%	-24%	-7%	-1.7	-12%	COc1ccc(N(CC(O)Cn2nnc3ccccc32)S(=O)(=O)c2ccc(C)cc2)cc1 (stereo not given)
-1%	/	0%	7%	6%	-4%	-0.5	-16%	Cc1nc(-c2ccccc2)nc2[nH]c(=O)n(-c3ccccc3)c(=O)c12
11%	-3	-4%	1%	-1%	-8%	-1.1	9%	CCCn1c(SCC(=O)NC(C)C)nc2sc3c(c2c1=O)CCC3
0%	3	-2%	2%	1%	-7%	1.1	-4%	O=C(Nc1cccc2nsnc12)c1ccc2c(c1)OCO2
-7%	7	-1%	-1%	?	4%	0.1	-5%	CCC(Sc1nncn1C)C(=O)Nc1nnc(-c2ccc(Cl)cc2)s1 (stereo not given)
6%	1	-7%	-1%	5%	-6%	0.5	3%	COC(=O)CN1C(=O)N/C(=C/c2cc3c(cc2OC)OCO3)C1=O
-1%	0	0%	-14%	-18%	0%	0.1	3%	Brc1cc(Br)cc(CN2CCSCC2)c1
7%	1	1%	5%	-2%	-8%	1.6	-3%	O=C(Cn1cc(C(F)(F)F)cc(Cl)c1=O)NCc1ccc(Cl)cc1
9%	-13	-2%	-1%	-10%	-22%	0.2	10%	CCOc1ccc(N(C)Cc2cc(=O)oc3ccc(OC)cc23)cc1
-10%	-25	-2%	5%	-19%	?	3.7	-18%	O=C(c1cccc2nc3ccccc3nc12)N1CCOCC1
4%	-20	/	-1%	-14%	-12%	-11	-15%	Cc1cc(Br)cn2c(Cc3ccccc3)c(-c3ccco3)nc12
-6%	-8	/	4%	-25%	-1%	0.8	5%[57.1 µM]	CC(=O)Nc1cccc(-c2ccnc3c2CC(C(=O)NCc2ccc(F)c(F)c2)O3)c1 (stereo not given)
-7%	/	-1%	5%	-3%	0%	-1.9	-9%	CCOc1cc(CNc2cccc3ccccc23)cc(Br)c1OCC(=O)NC(C)(C)C
4%	-3	/	3%	30%	-17%	-3.0	7%	O=C(NN=Cc1ccccc1)NN=Cc1ccccc1
15%	5	-1%	3%	11%	2%	-1.2	6%	CCCCN(C(=O)C1CSC2(C)CCC(=O)N12)c1c(N)n(CC(C)C)c(=O)[nH]c1=O (stereo not given)
16%	6	4%	-1%	-16%	-8%	-3.0	-20%	CCc1nnc(SCC(=O)Nc2ccc3c(c2)OCO3)n1CC
-1%	-2	-2%	2%	-8%	1%	1.3	-2%	CNC(=S)N/N=C/c1c(C(=O)OC)cnn1-c1ccc(F)cc1F
1%	-2	0%	-11%[57.1 µM]	9%	-4%	-2.9	1%	CCS(=O)(=O)NCc1cn2ccsc2n1

The final 2 records of the section above lead into the next.
EPAC1 agonist	PI5P4Ka inh	MmCpn inh	EPAC2 antag	EPAC1 antag	PLK1 PBD block	CCT chaperon mod	WRN inhibitor	mol
-1%	-2	-2%	2%	-8%	1%	1.3	-2%	CNC(=S)N/N=C/c1c(C(=O)OC)cnn1-c1ccc(F)cc1F
1%	-2	0%	-11%[57.1 µM]	9%	-4%	-2.9	1%	CCS(=O)(=O)NCc1cn2ccsc2n1
-9%	-5	2%	-2%	5%	-1%	0.9	-11%	Cc1c(NC(=S)NC(=O)c2ccco2)c(=O)n(-c2ccccc2)n1C
-2%	3	1%	-3%	0%	-18%	0.2	6%	Cc1cc(C)n(-c2nc(NCCN(C)C)c3c4c(sc3n2)COC(C)(C)C4)n1
15%	9	-1%	-20%	-5%	1%	-0.3	-13%	COc1ccc(C(=O)c2cc([N+](=O)[O-])ccc2N2CCCC2)cc1
12%	-22	-3%	1%	11%	27µM*	0.4	5%	CCOc1ccc2nc(NCCNC(=O)C(C)(C)C)c(C)cc2c1
6%	-3	4%	4%	-2%	0%	-1.3	-13%[57.1 µM]	CCc1nnc(NC(=O)CSc2nnc(Cc3cc(=O)[nH]c(=O)[nH]3)n2-c2cccc(OC)c2)s1
-1%	/	-1%	2%	-10%	-8%	-2.2	-6%	CCCn1c(NCc2ccc(C)o2)nc2ccccc21
9%	-4	1%	-2%	3%	-7%	-0.3	-33%[57.1 µM]	CC(C)CCn1c(N2CCOCC2)nc2c1c(=O)n(CC(N)=O)c(=O)n2C
-10%	2	-8%	9%	-3%	2%	-1.0	-11%	Cc1ccc(C)c(S(=O)(=O)NC(C)C(=O)Nc2ccc(-c3nc4ccccc4s3)cc2)c1 (stereo not given)
-5%	0	-3%	3%	-3%	-12%	-0.7	-4%	Cc1ccc(Nc2nc(C(=O)N3CCC(C(=O)NC(C)C)CC3)cs2)cc1
-6%	-1	2%	0%	-8%	-6%	-0.3	3%	Cc1cc(NC(=O)CCC(=O)N(C2CC2)C(C(=O)NC(C)(C)C)c2ccccc2Cl)no1 (stereo not given)
20%	0	-1%	-20%	-24%	?	-0.9	-12%	Cc1ccc(C2C3CN(C(C)C)CC=C3C(C#N)=C(N)C2(C#N)C#N)cc1 (stereo not given)
-3%	-10	3%	7%	-6%	2%	0.6	8%	CCN1C(=O)c2ccccc2S(=O)(=O)c2ccc(C(=O)NCCOC)cc21
3%	/	-7%	-1%	-4%	6%	1.6	-5%	CCOC(=O)c1sc(NC(=O)CSc2nnc(Cc3ccccc3)o2)c(C(=O)OCC)c1C
4%	0	/	-9%	-2%	2%	-2.0	-6%	CSc1ncnc2c1ncn2CCCNCC1CCCCC1
7%	-5	-1%	-11%	4%	-2%	-1.2	-4%	O=C1Cc2cc(S(=O)(=O)Nc3cccc(F)c3)ccc2N1
-4%	2	0%	5%	8%	3%	1.6	1%	Cc1cc(C)cc(N(CCC#N)C(=O)CN2C(=O)NC3(CCCC3)C2=O)c1
2%	2	-1%	-3%	-15%	-7%	-0.1	-3%	Cc1cc(C)c2c(=O)[nH]n(C3CCOC(C)(C)C3)c2n1 (stereo not given)
-1%	-1	-2%	-3%	-2%	-1%	2.3	-11%	CCCCSc1ccc2nc(-c3ccc(C#N)cc3)cn2c1
-3%	-3	1%	2%	4%	-1%	2.0	-15%	O=S(=O)(NCC1(N2CCOCC2)CCCCC1)c1ccc(F)c(F)c1F
3%	3	/	-3%	1%	3%	0.5	13%	COc1ccc(CN(C)C(=O)c2cccc(S(=O)(=O)NCc3ccccc3)c2)cc1F
10%	1	-3%	8%	-8%	-6%	0.2	-4%	N#Cc1c2ccccc2nc2ccccc12
0%	1	2%	4%	-7%	-1%	-3.7	-2%	CCOC(=O)CC1ON(C)C(=O)N1c1ccc([N+](=O)[O-])cc1 (stereo not given)
-3%	0	2%	8%	-25%	?	-0.8	0%	O=C(O)C1=CC[C@@H](c2ccc(Cl)cc2)N(S(=O)(=O)c2ccc(Cl)cc2)[C@H]1c1ccccc1
2%	12	0%	0%	-13%	-18%	-0.1	-31%	Cc1nn(Cc2nnc(SCC(=O)Nc3cccc(C(F)(F)F)c3)n2C)c(C)c1[N+](=O)[O-]
-3%	1	-7%	-7%	-23%	-24%	-69*	-4%	S=c1[nH]nc(-c2ccc3ccccc3n2)n1-c1ccccc1
9%	-11	0%&-2%	-12%	-1%	-8%	-3.5	0%	O=C(COC(=O)CCc1ccc(S(=O)(=O)N2CCOCC2)cc1)Nc1ccc(Cl)cn1
4%	/	1%	-1%	-2%	-7%	-6.8	-6%	CC12CN3CC(C)(CN(C1)C3c1ccc(Cl)cc1Cl)C2O (stereo not given)
5%	4	1%	-1%	-8%	-5%	-3.7	1%	Cn1nc(C(F)(F)F)c(-c2ccc(F)cc2)c1NC(=O)CSCC(=O)O
14%	4	-2%	1%	7%	-24%	-1.1	-1%	O=C(N/N=C/c1sc(=O)[nH]c1-[n+]1ccccc1)c1ccccc1[O-]
18%	2	0%	0%	-21%	-12%	-2.7	-9%	Cc1nc2ccccc2c(=O)n1/N=C/c1cn(-c2ccccc2)nc1-c1cccs1
6%	-9	-3%	1%	-5%	-6%	-2.7	-35%[57.1 µM]	O=c1[nH]c(-c2ccccn2)cc2ccccc12
5%	/	1%	2%	3%	-11%	-0.8	-6%	CCOC(=O)N1CCN(C(=O)c2csc3c2CCCCC3)CC1
-57%[inhibitor]	1	-11%	-9%	-8%	-8%	-2.7	-10%	COc1ccc(CC(=O)Nc2ccc(-c3cn4ccccc4n3)cc2)cc1OC
-5%	0	/	0%	3%	0%	-1.2	6%[11.6 µM]	CC(=O)Oc1ccccc1C(=O)O
3%	2	-1%	8%	-7%	-6%	-1.7	-16%	O=C(CNC(=O)c1ccco1)NCc1ccc2c(c1)OCO2
3%	/	2%	-4%	-3%	4%	-3.1	-9%	COc1nc(Oc2ccc(/C=N/O)cc2)nc(N(C)C)n1
8%	-13	-5%	-5%	-5%	-3%	-0.1	-3%	CC1(C)OC(c2ccccc2)=C/C(=C/C=Nc2ccccc2)O1
-9%	-4	0%	-3%	0%	-10%	-1.0	1%	FC(F)(F)c1cccc(Cc2noc(CN3CCC(c4ccncc4)CC3)n2)c1
-2%	-3	0%	6%	11%	4%	0.7	-1%	COc1cccc(Nc2ncc(C#N)c(N)n2)c1
2%	5	-3%	33%[activator]	5%	-8%	0.6	7%	COc1cc(C(=O)OCC(=O)N2CCN(C(C)=O)CC2)ccc1OCC(C)C
-3%	-3	2%	4%	17%	4%	-0.3	1%	O=C(CSc1n[nH]c(=O)[nH]c1=O)NCC1CCCCC1
5%	3	1%	-9%	-6%	-2%	0.1	-3%	CC1CN(CC(=O)NCc2ccc(F)cc2)CC(C)O1 (stereo not given)
